LDHA inh: blocks human lactate dehydrogenase A | P00338 | purified LDHA, NADH/diaphorase-resazurin fluorescence; active compounds read low | activity change, % (values are at about 110 or 230 µM) | 0.15% of 480,000 active; in the data active means activity change below about -30%;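 further: plate controls were DMSO wells for no effect and wells without enzyme for full effect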
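LDH5 2 nM; NADH 0.06 mM, pyruvate 0.2 mM; 200 mM Tris pH 7.4, EDTA, Tween-20; 5 min RT. Detection: diaphorase 0.133 mg/mL + resazurin 37 µM, fluorescence ex540/em590 at 0 and 20 min; normalized to enzyme-free and DMSO wells.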
An asterisk follows results filed as active. This is a subset (hit frequency here may not be typical).

SMILES | LDHA inh
O=C(NCC(c1cccs1)N1CCCC1)c1cc(=O)c2ccc(Br)cc2o1 (stereo not drawn) | 14
Nc1cccc(-c2cccc(N)c2)c1 | 3
Cc1nn(CC(=O)Nc2ccc3nc(CN4CCCCC4)n(C)c3c2)c(=O)c2ccccc12 | -6
CC(SC(C)c1ccccc1F)C(=O)NC(N)=O (stereo not drawn) | 9
O=C(Nc1ccc2[nH]cc(C(C(=O)O)N3CCCC3)c2c1)c1ccccc1 (stereo not drawn) | 1
CCOc1ccc(N/C=C/C(=O)c2ccc(-c3ccccc3)cc2)cc1 | -2
CCCOc1ccccc1C(=O)Nc1ccc(OCCC)c2ncccc12 | -7
COC(=O)C1(NC(=O)CCNC(=O)C2CCCC2)CCC(C)CC1 (stereo not drawn) | 0
CCC1CCCCN1C(=O)CSc1nnc(-c2cccs2)n1N (stereo not drawn) | 1
C=CCNC(=O)NC(=O)CN1CCN(c2oc(C3CC3)nc2C#N)CC1 | 2
CC1(C)C(=O)C2(CCCCC2)C(=O)OC1c1ccc(Br)cc1 (stereo not drawn) | 1
Cc1[nH]c2ccccc2c1/C=C(/C#N)C(=O)NC1CC1 | 8
COc1ccc(-c2c(C)c3ccc(OC(=O)c4ccco4)cc3oc2=O)cc1OC | 3
COC(=O)C1=C(C)C=C(N2CCOCC2)C(C(=O)OC)C1c1ccc(OC)cc1 (stereo not drawn) | 14
CCOc1ccc(S(=O)(=O)N2CCN(c3ccc(C)c(Cl)c3)CC2)c2ccccc12 | -3

Part of the list above in order of number of heavy atoms, highest first.
SMILES | LDHA inh
CCOc1ccc(S(=O)(=O)N2CCN(c3ccc(C)c(Cl)c3)CC2)c2ccccc12 | -3
O=C(Nc1ccc2[nH]cc(C(C(=O)O)N3CCCC3)c2c1)c1ccccc1 (stereo not drawn) | 1
CCC1CCCCN1C(=O)CSc1nnc(-c2cccs2)n1N (stereo not drawn) | 1
CC(SC(C)c1ccccc1F)C(=O)NC(N)=O (stereo not drawn) | 9

Remaining list, next part:
SMILES | LDHA inh
Cc1ccc(NC(=O)c2cncn2-c2ccccc2)cc1S(=O)(=O)Nc1ccccc1F | -3
O=C1CCC(C(=O)OCc2ccc(Cl)cc2Cl)=NN1 | -1
O=c1cc(COc2ccc(-c3ccccc3)cc2Cl)nc2sccn12 | 0
Cc1ccc(-c2cc(=O)c3cc(C)ccc3o2)cc1 | 1
Cc1oc(-c2ccccc2)nc1C(=O)N(C)Cc1ccc(Br)cc1 | 9
Cc1ccc2oc(-c3ccc(NC(=O)c4ccccc4F)cc3)nc2c1 | 2
Cc1ccc(NC(=O)C2CCC(C(C)(C)C)CC2)cc1 (stereo not drawn) | -2
O=C1c2ccccc2C(=O)N1c1noc2ccccc12 | 4
COC(=O)C1=C(C)N(C)C(=O)NC1c1ccccc1OC(F)F (stereo not drawn) | 4
O=C1c2ccccc2N2C(=O)CCC2(C(=O)Nc2ccc(F)c(F)c2)N1Cc1ccccc1 (stereo not drawn) | -15
COc1cccc(-c2ncn(CCc3ccccc3OC)c2C(C)C)c1 | 3
COCCNc1nc(C(C)C)c2c(c1C#N)CCCC2 | -1
Cc1nccn1-c1ccc(C#N)cc1 | 3
O=S(=O)(Nc1cccc2c1CCCC2)c1cc(F)ccc1F | -1
Cc1ccc(F)c2c(C=O)c(C(C)(C)C)[nH]c12 | -2

(listing goes on)
SMILES | LDHA inh
O=C(/C=C/c1ccc(Cl)cc1Cl)OCc1c(F)cccc1Cl | 2
Cc1nnc(NC(=O)CN2CCN(c3cccc(C)c3C)CC2)s1 | -5
CC(=O)Nc1sc2c(c1-c1cccc3ccccc13)CCNC2 | 6
O=C1CCc2cc(S(=O)(=O)Nc3cccc4ccccc34)ccc2N1 | 6
O=S(=O)(NCCc1nnc2ccc(SCc3cccc(F)c3)nn12)c1ccccc1 | 2
O=C(Nc1cccc(-c2nc3ccccc3o2)c1)c1ccc(Cl)c([N+](=O)[O-])c1 | -4
CC1(C)Cc2ccccc2/C(=C/C(=O)Nc2ccc(Cl)cc2)N1 | -4
O=C(NC1CCCCC1)c1cc(-c2ccc(Br)cc2)nc2ccccc12 | 7
CN(C)C1(C#CCCCCC#CC2(N(C)C)CCCCC2)CCCCC1 | 7
COc1cc(C2SCCS2)ccc1OC(=O)c1ccc2ncsc2c1 | 0
COC(=O)CC(NC(=O)CCc1ccccc1F)c1cccs1 (stereo not drawn) | 1
Cc1ccccc1NC(=O)CSC1=NS(=O)(=O)c2ccccc2N1Cc1ccccc1 | 3
O=S1(=O)CCN2C(c3cc(F)ccc3F)=CSC2=N1 | -1
O=C(OCc1ccc(Cl)cc1Cl)c1ccc(O)cc1 | 4
Cc1cc(C)c(-c2cc(C(=O)Nc3cccc(C(F)(F)F)c3)[nH]n2)c(O)c1 | -5

Going on with the list:
SMILES | LDHA inh
Cc1ccc(S(=O)(=O)NCc2ccccc2S(=O)(=O)N2CCCCC2)cc1C | 3
CCn1nc(C(=O)Nc2ccc(C)c(S(=O)(=O)N(C)C)c2)c2ccccc2c1=O | 9
CC(NC(=O)COC(=O)Cc1n[nH]c(=O)c2ccccc12)c1ccccc1 (stereo not drawn) | 2
CCCCc1cc(=O)oc2cc(OCC(=O)NCc3ccncc3)ccc12 | 1
CCOc1ccc(NC(=O)CSc2nc3ccccc3nc2N2CCC(C)CC2)cc1 | 12
Cc1ccc(C23CC4CC(CC(C(=O)Nc5ccccc5Br)(C4)C2)C3)cc1 | 9
CCOC(=O)[C@]12CCCC=C1N(Cc1cccc3ccccc13)C(=O)[C@H](CC(=O)NCCc1ccccc1OC)C2 | -6
Cc1cccc(NC(=S)NNC(=O)c2ccc(-c3ccccc3)cc2)c1 | -1
CCOC(=O)C(=C1Nc2ccccc2N1)n1c(-c2ccco2)nc2ccccc21 | 23
CC(C)CCSc1nc2c(c(=O)[nH]c(=O)n2C)n1C(C)C | -1
CCOC(=O)c1cnn(-c2cc(C)nc3c(-c4ccc(F)cc4)c(CC)nn23)c1N | -6
O=C(Nc1ccc2[nH]cc(C(C(=O)O)N3CCCCC3)c2c1)c1ccccc1 (stereo not drawn) | 8
N#Cc1nc(-c2ccc(S(=O)(=O)N3CCCCCC3)cc2)oc1NCc1cccnc1 | -2
N#Cc1nc(C2CC2)oc1N1CCN(C(=O)c2cccnc2)CC1 | 1
COc1cc(NC(=O)Nc2cc(-c3nc4cc(C)ccc4o3)ccc2OC)cc(OC)c1 | 7

Next part
SMILES | LDHA inh
CCC(=O)Nc1ccc2oc(-c3cccc4c(Cl)cccc34)nc2c1 | 0
CCCCN(C)CCCN1C(=O)c2ccccc2C1C(=O)NC1CCCCC1 (stereo not drawn) | -8
CC(=O)NCc1ccc(C(=O)OC/C=C/c2ccccc2)cc1 | -1
O=S(=O)(c1ccccc1F)N1CCN(Cc2ncc(-c3ccc(F)cc3)o2)CC1 | 7
O=c1cc(CN2CCN(c3ccccc3)CC2)occ1OCc1ccccc1 | -2
Cc1ccc(C(=O)NCCn2c(C)cc3ccccc32)cc1[N+](=O)[O-] | 6
COc1ccc(C2C3=C(CC(C)(C)CC3=O)Nc3n[nH]c(-c4ccccc4)c32)cc1OC (stereo not drawn) | 1
CCCOc1ccc(C2CC(=O)Nc3c2c(=O)nc(SCc2ccc(F)cc2)n3C)cc1 (stereo not drawn) | -2
CCN1CCC2(CC1)Oc1c(OC)cccc1C1CC(c3ccc(Cl)cc3)=NN12 (stereo not drawn) | -7
C=CCNC(=O)c1ccc(C(=O)NC(Cc2ccccc2)C(=O)O)cc1C(=O)O (stereo not drawn) | -4
Cc1ccc(S(=O)(=O)Oc2c(C)occc2=O)cc1 | 6
CCOC(=O)c1c(C)[nH]c(C(=O)CSc2nncn2C)c1C | 6
Cn1c(C=C(C#N)C#N)ccc1-c1ccc(Br)cc1 | -3
Oc1ccc(C2(c3cccc(Cl)c3)CCCCC2)cc1 | 0
COc1cccc(NC(=O)CN(C)C(C)C(=O)Nc2cc(Cl)ccc2OC)c1 (stereo not drawn) | 1

(more compounds)
SMILES | LDHA inh
CC(C)(C)C(=O)Nc1ccc(N2CCCCC2)c2ccncc12 | 26
Cc1ccc(S(=O)(=O)N2CC3C(=O)C[C@@H](c4ccccc4)N(S(=O)(=O)c4ccccc4Cl)C3CC2c2ccccc2)cc1 (stereo partly drawn) | -15
CCN1CCC(NC(=O)Cc2cn(C)c3ccccc23)CC1 | 3
CC(CNC(=O)c1cc2ccccc2o1)N1CCCC1 (stereo not drawn) | -7
CC(C)(C)c1ccc(C(=O)NC(CC(=O)O)c2ccc(C(C)(C)C)cc2)cc1 (stereo not drawn) | 5
COC(=O)C1CCN(Cc2cc(=O)oc3cc(C)c(C)cc23)CC1 | 5
CCN(CC)S(=O)(=O)c1ccc(NC(=O)Cn2nnc(-c3ccc(F)cc3)n2)cc1 | 10
Cc1cc(SCC(=O)c2c(N)n(Cc3ccccc3)c(=O)n(C)c2=O)nc2ccccc12 | -12
CNC(=O)c1ccc(CN(C)C(=O)C2CCN(C(=O)/C=C/c3ccccc3)CC2)cc1 | 10
Cc1cccc(C)c1NC(=O)CN(C)C(=O)CNC(=O)c1ccc2c(c1)OCO2 | 9
O=C(Cc1ccc2c(c1)CCCC2)NC1CCCC1 | 5
CCC(C(=O)Nc1ccccc1OCc1cc(=O)n2cccc(C)c2n1)c1ccccc1 (stereo not drawn) | -2
O=c1[nH][nH]c2c1[C@H](c1ccc(Cl)cc1)O[C@H](C1CCCCC1)C2 | -3
CCCCCn1nc(C(=O)Nc2ccc3c(c2)CCC3)c2ccccc2c1=O | -2
Fc1ccc(N/N=C/c2ccccc2Cl)c(F)c1 | 17

Fetched by structure from above:
SMILES | LDHA inh
CCN(CC)S(=O)(=O)c1ccc(NC(=O)Cn2nnc(-c3ccc(F)cc3)n2)cc1 | 10
CCN1CCC(NC(=O)Cc2cn(C)c3ccccc23)CC1 | 3

Other records
SMILES | LDHA inh
N#Cc1cn(C2CC2)c(=O)n(Cc2coc(-c3cccc(Cl)c3)n2)c1=O | 3
CCCn1c(N(C)Cc2ccccc2)nc2c1c(=O)n(C)c(=O)n2C | 1
Cn1c(=O)[nH]c(=O)c2c1nc(N1CCCCCC1)n2Cc1ccccc1F | 1
O=C(O)c1ccc(Cl)cc1F | -8
CC(=O)N1CCN(C(=O)C(=O)Nc2cccc3[nH]ccc23)CC1 | 1
Cc1cccc(C)c1-n1nnnc1C1c2ccccc2C(=O)N1CCc1ccc(O)cc1 (stereo not drawn) | -1
Cc1ccc(C(=O)N(CCC(N)=O)c2ccc(F)cc2)cc1 | -8
Cc1[nH]c2ccccc2c1/C=C/C(=O)c1ccc(Br)cc1 | -7
O=C(CSC1=NCCS1)c1ccc2c(c1)OCCO2 | -5
CCOc1ccccc1C1CC(=O)N(Cc2ccccc2)c2c1c(C)nn2-c1nc(C)cc(C)n1 (stereo not drawn) | -9
O=C(Nc1nc(-c2ccccc2)cs1)c1ccc(Cl)c(N2CCCC2=O)c1 | -6
CNS(=O)(=O)c1ccc(C(=O)NCC(=O)O)cc1 | 1
CCS(=O)(=O)c1ccc2oc(Nc3ccc(OC(F)(F)F)cc3)nc2c1 | 7
CCC(=O)Nc1ccc(OCc2cc(C3Nc4ccccc4C(=O)N3Cc3ccccc3)ccc2OC)cc1 (stereo not drawn) | 6
COc1ccccc1-c1noc(CSc2nc(C3CC3)n(-c3ccccc3)n2)n1 | 1

(more compounds)
SMILES | LDHA inh
O=C(NCC1CC1)c1ccc(F)cc1 | 0
CCN(C(=O)CSc1nc(-c2ccccc2Cl)nc2cc(=O)[nH]n12)c1ccccc1 | -7
CCCCN(CC)c1ccc(NS(=O)(=O)c2ccc(C(C)=O)cc2)cc1C(=O)O | 3
COc1ccc(C(C)=O)cc1CO/N=C/c1ccc(Cl)cc1Cl | 0
CCCCCn1nc(C(=O)N2CCC(n3c(=O)[nH]c4ccccc43)CC2)c2ccccc2c1=O | 1
CCNc1cccc(S(=O)(=O)N2CCN(S(=O)(=O)c3ccc4c(c3)OCCO4)CC2)c1 | -2
CCC(CC)NC(=O)Cn1nc(C)c2ccccc2c1=O | 1
COc1ccc(Cl)cc1NC(=O)Cn1c2c(c(=O)n1-c1ccccc1)Cc1cccc(OC)c1O2 | -17
CCc1cccc2c(C(=O)O)cc(-c3cc(C)ccc3C)nc12 | -11
O=C1/C(=C/c2ccccc2Cl)Cc2ccccc21 | -5
Cc1nc(-c2cccc(S(=O)(=O)N3CCC(C(=O)NCc4ccc5c(c4)OCO5)CC3)c2)no1 | 1
CC(NC(=O)c1nn(C(C)C)c(=O)c2ccccc12)c1cccs1 (stereo not drawn) | -1
Cc1cccc(C(C)C)c1NC(=O)c1nn(C)c(=O)c2ccccc12 | -2
CC1CCC(NC(=O)c2cc(Sc3ccccc3Cl)nc3ccccc23)CC1 (stereo not drawn) | 6
Cc1[nH]c2ccc(C(=O)N(C)CC(=O)NC(C)(C)C)cc2c1C | -14

Following part:
SMILES | LDHA inh
C=CCN(CC=C)C(=O)Nc1ccc(C(C)=O)cc1 | -2
COC(=O)Cn1c(Br)nc2c1c(=O)n(C)c(=O)n2C | -35*
COc1ccc(C(=O)Nc2cc3c(cc2C#N)OCO3)cc1S(=O)(=O)N1CCOCC1 | 2
O=C(NCCN1CCC(Cc2ccccc2)CC1)C1CCN(c2nc3cccnc3s2)CC1 | 5
NCC(c1ccco1)N1CCCC1 (stereo not drawn) | 8
COc1ccccc1CNc1nc2ccccc2nc1NS(=O)(=O)c1cccc(Cl)c1 | 5
N#Cc1ccc(-c2cccs2)nc1SCC(=O)Nc1ccc(Br)cc1 | -5
CCc1cccc(C)c1NC(=O)c1nn(CC)c(=O)c2ccccc12 | 0
c1ccc(CN2CCCNC2)cc1 | -6
Cc1ccccc1Nc1nc(N)nc(COc2ccccc2C(=O)NCc2ccccc2)n1 | 2
N#Cc1cccc(OCC(=O)c2ccc3c(c2)CCC3)c1 | 2
Cc1nc2ccccc2c(-c2ccccc2)c1C(=O)/C=C/c1ccccc1 | 4

High-throughput results: PubChem, National Center for Advancing Translational Sciences (NCATS)
